# SK-BR-3 tox 24h = SK-BR-3 proliferation inhibitors | viability, % at 10 µM | actives 0.47% (n = 41,000) | SK-BR-3 viability, CellTiter-Glo ATP luminescence, 24 h; stronger effect = lower value;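 active = viability at or below the median of all test compounds minus 3 SD, in both replicates if run twice, cut at about 45% in these data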;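 note: 100% = median untreated cell wells and 0% = median positive control drug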
# Starred values were filed as active, the others as inactive. An excerpt. The share of hits here may be higher or lower than overall.
SMILES,SK-BR-3 tox 24h
CCCCNC(=O)CCCn1c(=O)c2ccccc2n(CC(=O)NCCC2=CCCCC2)c1=O,93
C=CCN(C(=O)CNC(=O)c1ccco1)C(C(=O)NC1CCCCC1)c1ccc(F)cc1 (configuration not stated),103
CCCn1c(=N)n(CC(O)c2ccco2)c2ccccc21 (configuration not stated),102
COCCCNC(=O)c1ccc2c(c1)ncn2-c1ccccc1OC,89
Cn1c(=O)c2c(ncn2CC(=O)N2CCN(c3ccccc3)CC2)n(C)c1=O,105
COc1ccccc1NC(=O)CCN1CCN(CCC(=O)Nc2ccccc2OC)CC1,99
COc1ccc(NC(=O)C(Cc2ccccc2)NC(=O)c2ccco2)cc1OC (configuration not stated),96
Cn1c(=O)n(CC(=O)Nc2ccccc2)c2ccccc21,97
O=C1NCCCc2nonc21,91
Cc1cc(C)n2nc(C(=O)N3CCOCC3)nc2n1,83
COCCn1c(C)cc(C(=O)CSc2ncnc3sc4c(c23)CCC4)c1C,84
Cc1ccc(CNC(=O)C2CC(=O)N(C3CCCCCCC3)C2)cc1 (configuration not stated),83

# Part of the list above, field by field:
structure: CCCCNC(=O)CCCn1c(=O)c2ccccc2n(CC(=O)NCCC2=CCCCC2)c1=O
  SK-BR-3 tox 24h: 93

structure: C=CCN(C(=O)CNC(=O)c1ccco1)C(C(=O)NC1CCCCC1)c1ccc(F)cc1 (configuration not stated)
  SK-BR-3 tox 24h: 103

structure: CCCn1c(=N)n(CC(O)c2ccco2)c2ccccc21 (configuration not stated)
  SK-BR-3 tox 24h: 102

structure: COCCCNC(=O)c1ccc2c(c1)ncn2-c1ccccc1OC
  SK-BR-3 tox 24h: 89

# Additional results follow.
SMILES,SK-BR-3 tox 24h
Nc1nnnn1/N=C/C=C/c1ccccc1,90
COc1ccccc1Oc1cc(C#N)c(C#N)cc1-n1nnc2ccccc21,89
CC(=O)N1CCC2(CC1)C(C#N)=C(N)Oc1n[nH]c(C)c12,100
CN(c1ccccc1C(=O)O)S(=O)(=O)c1ccc2c3c(cccc13)C(=O)N2,88
COCc1nc2ccccc2n1CCOc1ccccc1OC,90
CN1CCN(CC#CC(C)(O)C2CC3C=CC2C3)CC1 (configuration not stated),94
CCOC(=O)c1cccc(NC(=O)CSc2nnc(CNc3ccc(C)cc3)n2CC)c1,91
O=C(CCCN1C(=O)c2ccccc2C1=O)NCCC1=CCCCC1,97
CCCC(c1nnnn1CCC(C)C)N1CCC(C(N)=O)CC1 (configuration not stated),85
Cc1ccc(S(=O)(=O)c2c(N)n(CCN3CCOCC3)c3nc4ccccc4nc23)cc1C,76
COC(=O)c1ccc(C)c(NS(=O)(=O)c2ccc(OC)cc2)c1,88
CC(=O)Nc1ccc(N/C=C/C(=O)c2ccco2)cc1,80
O=C1C=C(O)CC(c2ccc(Cl)c(Cl)c2)C1 (configuration not stated),107
CC(=O)Nc1ccc(NC(=O)c2c(C)nc3ccccn23)cc1,90
CCOC(=O)N1CCN(S(=O)(=O)c2cccs2)CC1,94
COc1ccc(S(=O)(=O)N2CCCC(C(=O)Nc3ccc(OC)c(OC)c3)C2)cc1 (configuration not stated),72
COCC(=O)N(Cc1nc2ccccc2c(=O)[nH]1)Cc1cccs1,76
CCOc1ccc(-n2c(SCc3ccc(C(=O)OC)o3)nc3c(c2=O)SCC3)cc1,100
CN(C)c1ccc(-c2nn3c(C4CCCCC4)nnc3s2)cc1,98
COc1cccc(-c2nc(NCCN3CCOCC3)c3ccccc3n2)c1O,82
Cc1cc(C)c2nc(N3CCN(C)CC3)c(C#N)cc2c1,76
CCn1c(=O)c2c(nc3n2CC(C)CN3CCc2ccccc2)n(C)c1=O (configuration not stated),68
Cc1ccc(C)c(-n2c(CNC(=O)c3ccco3)nnc2SCC(=O)N2CCc3ccccc32)c1,62
COc1cccc(NC(=O)CSc2nncn2-c2ccccn2)c1,88
O=C(Nc1ccccn1)C12CC3CC(C1)CC(C(=O)Nc1ccccn1)(C3)C2,84
Cc1cccnc1NC(=O)CCCN1C(=O)c2ccccc2C1=O,99
N/C(=N\O)c1ccc(NC(=O)c2ccc(Br)o2)cc1,87
O=C(CSc1nc(-c2ccco2)cc(C(F)(F)F)n1)Nc1ccc2c(c1)CCC2,79
COc1cc(OC)cc(C(=O)NCc2nc(-c3ccccc3)no2)c1,83
Cc1cc(=O)c2c(O)c(O)ccc2o1,88
O=C(NCc1ccccn1)C1CCN(S(=O)(=O)c2ccccc2)CC1,109
Cc1cc(C)nc(N2CCC(C(=O)NCCc3ccc(F)cc3)CC2)n1,83
CCC1CCCCN1C(=O)CSc1nnc(-c2ccc(Cl)s2)o1 (configuration not stated),94
Cc1ccc(-c2noc(CCC(=O)NCCN3CCN(Cc4ccccc4)CC3)n2)cc1,74
O=C(CCCN1CCC(c2ccccc2)C1)c1ccc2c(c1)OCCO2 (configuration not stated),65
O=C(c1ccc(COCC(F)(F)F)o1)N1CCCCCC1,87

# Single entries from the results shown:
# SK-BR-3 tox 24h with O=C(NCc1ccccn1)C1CCN(S(=O)(=O)c2ccccc2)CC1 stands at 109
# SK-BR-3 tox 24h with O=C(CSc1nc(-c2ccco2)cc(C(F)(F)F)n1)Nc1ccc2c(c1)CCC2 stands at 79
# SK-BR-3 tox 24h with O=C(CCCN1CCC(c2ccccc2)C1)c1ccc2c(c1)OCCO2 (configuration not stated) stands at 65
# SK-BR-3 tox 24h with Cc1cc(=O)c2c(O)c(O)ccc2o1 stands at 88
# SK-BR-3 tox 24h with Cc1ccc(-c2noc(CCC(=O)NCCN3CCN(Cc4ccccc4)CC3)n2)cc1 stands at 74
# SK-BR-3 tox 24h with O=C(c1ccc(COCC(F)(F)F)o1)N1CCCCCC1 stands at 87

# (more compounds)
SMILES,SK-BR-3 tox 24h
CC(=O)CCS(=O)(=O)c1ccc(C)c(C)c1,74
Cc1cc(=O)[nH]c2c1c(C)nn2-c1ccccc1,104
Cn1c(=O)cc(-c2ccccc2)c2ccccc21,92
CCOC(=O)C1=C(N)Oc2cc(C)n(C)c(=O)c2C1c1ccncc1 (configuration not stated),108
Cc1cc(C)nc(SCc2nc3ccccc3n2C)n1,70
Nc1nsc2ccccc12,110
COc1ccc2c(=O)c(-c3nc(C)cs3)coc2c1,95
CN(C(=O)c1cnccn1)c1nnc(-c2cnccn2)s1,95
COC(=O)C1CCN(C(=O)c2cc(OC)c(OC)c(OC)c2)CC1,92
Cc1sc2nc(CN3CCCC3)nc(N3CCN(S(=O)(=O)c4cccs4)CC3)c2c1C,92
Cc1ccc(SCC(=O)NCc2ccco2)cc1,80
Cc1ccc(S(=O)(=O)N2CCN(c3nc4ccccc4nc3-n3nc(C)cc3C)CC2)cc1,85
N#C/C(=C\c1ccc(O)c(O)c1)S(=O)(=O)c1ccccc1,72
COc1cc(CNc2ncn[nH]2)cc(Br)c1OC,86
CCn1cc(C(=O)NCc2ccco2)c2cc(OC)c(OC)cc2c1=O,100
CCOC(=O)C1CCN(C(=O)N2CCOCC2)CC1,100
CCCCCCNc1c(C(=O)OCC)c(=O)[nH]c2ccccc12,96
CCOC(=O)c1[nH]c2cc(OC)c(OC)cc2c1NC(=O)CN1CCN(C)CC1,86
CCOC(=O)c1nnn(-c2nonc2OC)c1-c1ccccc1,93
O=S(=O)(Nc1cnc2ccccc2c1)N1CCCCCC1,92
Cc1cc(C)c2c(n1)nn1c(-n3ccnc3)cc(C)nc21,107
O=C(O)c1cc(S(=O)(=O)Nc2ccc3oc(=O)sc3c2)ccc1O,89
N#Cc1nc(COc2ccccc2)oc1NCCCn1ccnc1,79
Brc1ccc(-c2nn3c(-c4ccccn4)nnc3s2)o1,79
Cc1cc(=O)[nH]c(Nc2cccc(C(F)(F)F)c2)n1,89
Cc1cccc(N2CCN(C(=O)c3ccncc3)CC2)c1C,104
O=C(NCc1ccco1)C1CCCN(S(=O)(=O)c2ccc(-n3cnnn3)cc2)C1 (configuration not stated),91
Cc1nnc2n(-c3ccccc3)c(=O)c3c4c(sc3n12)COC(C)(C)C4,76
O=C(NCc1ccccc1)c1c(F)c(F)c(F)c(F)c1F,89
O=C(CSc1ccccc1C(=O)O)Nc1cccc(C(=O)O)c1,86
O=C(Nc1ccccn1)[C@@H]1CCC(=O)N1C(=O)OCc1ccccc1,86
CS(=O)(=O)Nc1ccccc1C(=O)Nc1ccc2c(c1)OCCO2,94
COc1cc(NS(=O)(=O)c2ccc(OC)c(OC)c2)cc(OC)c1,90
CN(C)CCNC(=O)c1ccc(COCC(F)(F)F)cc1,97
COCC(=O)Nc1cc(OC)ccc1OC,83
CN(Cc1ccccc1)c1nc2c(c(=O)[nH]c(=O)n2C)n1CCCc1ccccc1,82
CC(C)CNS(=O)(=O)c1ccccc1C(=O)N1CCCCC1,69
CCOc1nc(-c2ccc(OC)cc2)ccc1-c1noc(-c2cc(OC)c(OC)c(OC)c2)n1,47
CC(C)(Oc1ccc(Cl)cc1)C(=O)NCCCn1ccnc1,98
O=C(COc1ccc(S(=O)(=O)N2CCCC2)cc1Cl)Nc1ccc2c(c1)OCO2,98
Cc1ccnc(NS(=O)(=O)c2ccc(NS(=O)(=O)c3cccs3)cc2)n1,98
Cc1cc(CCC(=O)O)c(C)cc1CCC(=O)O,103
COC(=O)c1[nH]c2cccc(OC)c2c1NC(=O)CN1CC2(C)CC1CC(C)(C)C2 (configuration not stated),86
CC(C)(C)NC(=O)c1ccc2c(c1)N(CC(=O)N1CCN(c3ccccc3F)CC1)C(=O)C(C)(C)O2,89
COc1ccc(C(O)CNc2ccc(C)cc2)cc1 (configuration not stated),74
CCc1nnc(NC(=O)CCN2C(=O)c3ccccc3S2(=O)=O)s1,84
CCOc1ccccc1NC(=O)c1ccccc1-c1nc(-c2ccccc2OC)no1,72
CC(C)(C)N1C(=O)c2ccc(C(=O)NCc3ccco3)cc2C1=O,98

# Fetched one by one from above:
SMILES,SK-BR-3 tox 24h
CCc1nnc(NC(=O)CCN2C(=O)c3ccccc3S2(=O)=O)s1,84
CCOc1ccccc1NC(=O)c1ccccc1-c1nc(-c2ccccc2OC)no1,72

# Next section
SMILES,SK-BR-3 tox 24h
CN(C)c1nc(N)nc(CSc2nnnn2-c2cccc3ccccc23)n1,79
CCCSc1nnc2n(C)c(=O)c3c4c(sc3n12)CCC4,97
C/C=C/Cn1c(SCc2ccc(C)cc2)nc2c1c(=O)[nH]c(=O)n2C,94
Cn1c(=O)c2c(nc(CN3CCN(c4cccc(Cl)c4)CC3)n2CCc2ccccc2)n(C)c1=O,106
Cc1cc(C)c(C)c(S(=O)(=O)Nc2ccc(O)cc2)c1C,82
CCN(CC)CCNc1nc(-c2ccco2)c2c(c1C#N)CC(C)(C)OC2,89
CCOCCCNCC(=O)N1CCN(S(=O)(=O)c2ccc(C)cc2)CC1,121
CC(C)(C)c1ccc(OCC(=O)NC2CCS(=O)(=O)C2)cc1 (configuration not stated),118
COc1ccc(NC(C)=O)cc1NC(=O)CSc1nnc(-c2cccnc2)n1C,97
CCOc1ccc(Nc2nc(C)cc(C)c2C#N)cc1,97
COc1ccc(Cl)cc1N(CC(=O)Nc1ccc2c(c1)OCO2)S(C)(=O)=O,96
COc1ccc(C)cc1NC(=O)C1CC(=O)OC12CCCCC2 (configuration not stated),94
O=S(=O)(Nc1cccc2cccnc12)c1ccc(S(=O)(=O)N2CCCC2)cc1,65
Cc1ccccc1NC(=O)N1C2CCCC1CC(NC(=O)C1CC1)C2 (configuration not stated),61
COc1ccc(C(=O)O)cc1F,84
CCN=C(Nc1ccc2c(c1)OCO2)SC1CC(=O)N(c2ccccc2F)C1=O (configuration not stated),88
Cc1ccc(C(=O)C2=C(O)C(=O)N(c3ncccn3)C2c2ccc(Cl)cc2)o1 (configuration not stated),95
CCCc1nc2oc3c(NCCN(C)C)ncnc3c2c2c1CCCC2,83
N#C/C(C(=O)c1ccccc1)=C1/CCCN1,106
COC(=O)CCCC(=O)Nc1ccc(Cl)c(Cl)c1,91
Cc1ccc(Cn2ccc(NC(=O)c3cc(-c4ccc(Cl)cc4)on3)n2)cc1,83
c1cncc(-c2csc(NCc3ccco3)n2)c1,70
COC(=O)C1(c2ccccc2)NC(c2cccs2)C2C(=O)N(C)C(=O)C21 (configuration not stated),94
COc1cccc2c1C(=O)c1c(O)c3c(c(O)c1C2=O)C[C@@](O)(C(C)=O)C[C@@H]3O[C@H]1C[C@H](N)[C@H](O)[C@H](C)O1,99
CCOc1ccc(NS(=O)(=O)c2ccc(OCC(=O)N3CCCC3)cc2)cc1,81
CCOC(=O)c1[nH]c2cc3c(cc2c1NC(=O)CN1CC(C)CC(C)C1)OCO3 (configuration not stated),86
CC1=C(C)CC(C(=O)N2CCN(Cc3ccccc3)CC2)C(C(=O)O)C1 (configuration not stated),98
COC(=O)CN(n1cnnc1)S(=O)(=O)c1ccc(C)cc1,98
O=C(c1cc(-n2cnnc2)ccc1Cl)N1CCN(c2nc(-c3ccccc3)cs2)CC1,84
Cc1nn(C)c(C)c1S(=O)(=O)N1CCc2ccccc21,99
COc1ccc(C2NC(=O)c3ccccc3O2)c(OC)c1OC (configuration not stated),101
CC1CCC(NC(=O)C2CCN(c3cnccn3)CC2)CC1 (configuration not stated),86
O=C(CCCN1CCOCC1)c1ccc2c(c1)OCCO2,70
C=CCn1cnc2c(c1=O)c1nc3ccccc3nc1n2Cc1ccccc1,68
COCc1cc(C)nc(Nc2ccc(C)cc2C)c1C#N,38*
CCOc1nc(N(C)C)nc(-n2nnc(C(C)=O)c2C)n1,81
Cc1ccc(C)c(C(=O)CC2(O)C(=O)N(C)c3ccccc32)c1 (configuration not stated),100
O=C(Nc1ccc(NC(=O)C2CC2)nc1)c1ccncc1,124
COc1ccc(NC(=O)CSc2nnc(-c3ccccc3C)n2N)cc1,100
O=S(=O)(Nc1nc2ccccc2s1)c1ccc(Br)s1,92
CN(c1ccc(C(=O)NCCSCc2ccco2)cc1)S(C)(=O)=O,84
CC(=O)c1c(C)cc(C)c(CSc2nc(C)cc(=O)[nH]2)c1C,93
CN(C)CCNC(CC(=O)Nc1ccc(Cl)c(Cl)c1)C(=O)O (configuration not stated),86
O=C(Nc1cccc2ccccc12)N1CCN(c2ccc(F)cc2)CC1,105
CCOC(=O)c1ccc(COC(=O)CNC(=O)CNC(=O)c2ccc(OC)cc2)o1,81
O=C(CNC(=O)Cn1ccc2ccccc2c1=O)NCCCN1CCCCCC1,85
Cc1c(N=C/C=C/c2ccccc2)cnn1C,109
COc1cc(S(=O)(=O)NCc2ccccc2)ccc1F,85
COc1ccc(OC)c(NC(=O)CSc2nnnn2-c2ccccc2F)c1,105

# Compound activity as filed in PubChem.
